SUMO Mot1 rescue – SUMOylation pathway inhibition by Mot1-301 growth rescue; S. cerevisiae Mot1-301 growth rescue, ATP luminescence, 38.5C; percent above DMSO median, 100 means doubled; growth rescue, % at 18.8 µM; 320,000 tested, 1% active; AID 2716;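 active = every valid replicate shows activation above 250% relative to neutral control wells; inactive = the rest, any valid replicate at or below 250%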;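 note: OY570 slx delta 5 strain wells were the positive control but not used for scaling; some compounds called inactive have numbers as strong as hits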
NSD2 inh – blocks human histone methyltransferase NSD2; O96028; NSD2 peptide methylation, AlphaScreen, 120 min; inhibition, % at 12.5 µM; 310,000 tested, 0.54% active; in the data active = inhibition above about 50%
Target sequence (O96028 whole entry, looked up): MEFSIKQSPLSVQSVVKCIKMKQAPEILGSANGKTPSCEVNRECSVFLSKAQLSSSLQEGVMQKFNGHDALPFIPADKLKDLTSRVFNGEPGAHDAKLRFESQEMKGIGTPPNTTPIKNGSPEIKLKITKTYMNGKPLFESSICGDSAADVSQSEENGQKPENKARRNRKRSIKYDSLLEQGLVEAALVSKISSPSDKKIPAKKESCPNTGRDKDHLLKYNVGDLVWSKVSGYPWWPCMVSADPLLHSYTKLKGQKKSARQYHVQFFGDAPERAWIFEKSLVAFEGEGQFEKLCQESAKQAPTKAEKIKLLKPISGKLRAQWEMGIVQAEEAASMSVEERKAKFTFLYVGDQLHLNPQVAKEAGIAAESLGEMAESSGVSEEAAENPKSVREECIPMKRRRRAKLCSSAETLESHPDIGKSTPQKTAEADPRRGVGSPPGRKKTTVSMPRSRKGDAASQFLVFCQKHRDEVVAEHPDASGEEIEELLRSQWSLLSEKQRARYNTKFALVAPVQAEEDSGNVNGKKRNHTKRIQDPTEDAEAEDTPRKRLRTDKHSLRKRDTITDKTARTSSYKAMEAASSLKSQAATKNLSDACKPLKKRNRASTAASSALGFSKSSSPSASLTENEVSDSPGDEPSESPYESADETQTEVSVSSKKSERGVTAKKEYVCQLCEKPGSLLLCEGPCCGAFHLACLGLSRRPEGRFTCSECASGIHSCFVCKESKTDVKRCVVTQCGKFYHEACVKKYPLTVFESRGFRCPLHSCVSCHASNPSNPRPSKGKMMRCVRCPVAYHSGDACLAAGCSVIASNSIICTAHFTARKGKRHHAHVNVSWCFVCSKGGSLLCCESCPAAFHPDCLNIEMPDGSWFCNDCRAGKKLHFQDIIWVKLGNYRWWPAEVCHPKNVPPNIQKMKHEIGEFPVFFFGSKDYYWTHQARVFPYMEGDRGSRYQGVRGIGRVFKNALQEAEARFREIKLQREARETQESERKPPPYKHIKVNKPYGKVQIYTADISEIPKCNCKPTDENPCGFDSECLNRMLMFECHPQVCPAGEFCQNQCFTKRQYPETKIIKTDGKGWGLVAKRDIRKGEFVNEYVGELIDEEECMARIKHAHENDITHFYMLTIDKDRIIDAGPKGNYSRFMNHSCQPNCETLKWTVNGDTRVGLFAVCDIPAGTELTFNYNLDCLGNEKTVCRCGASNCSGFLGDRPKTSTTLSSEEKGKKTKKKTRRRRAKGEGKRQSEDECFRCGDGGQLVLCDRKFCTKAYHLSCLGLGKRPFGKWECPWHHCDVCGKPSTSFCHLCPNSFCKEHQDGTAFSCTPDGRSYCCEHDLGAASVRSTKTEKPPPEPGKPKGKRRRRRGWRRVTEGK
* marks the source's active call; other numbers are inactive results. Not all compounds are listed; count on the stated rates, not on these rows.

no. | SUMO Mot1 rescue | NSD2 inh | compound
1 | -12 | -2 | Cc1ccc(C)c(NC(=O)CN2C(=O)c3ccccc3C2=O)c1
2 | -4 | -1 | O=C(N/N=C1\CCCc2c1[nH]c1ccc([N+](=O)[O-])cc21)c1ccncc1
3 | -3 | 1 | Cc1ccc(C)c(N2CCN(C(=O)CC3Sc4ccccc4NC3=O)CC2)c1 (stereo not drawn)
4 | -12 | 0 | N#CC1=C(N)Oc2c(oc(CO)cc2=O)C1c1ccccc1[N+](=O)[O-] (stereo not drawn)
5 | -24 | -2 | O=C(NNc1nc2ccccc2o1)c1ccccc1
6 | 5 | 0 | CC(=O)Nc1ccc(NS(=O)(=O)c2ccc(-c3csc(C)n3)s2)cc1
7 | -2 | -1 | CCOC(=O)c1cnc(-n2nc(C)cc2C)nc1NNc1ncc(-c2ccccc2)cn1
8 | 16 | -6 | O[C@@H]1COC(Nc2ccc(N=Nc3ccccc3)cc2)C[C@@H]1O (stereo partly drawn)
9 | 23 | 9 | Cc1cc(-c2n[nH]c(=S)o2)c(C)n1-c1ccccc1
10 | -5 | -1 | COC(=O)Nc1nnc(COc2ccccc2)s1
11 | 40 | 2 | COc1cc2c(cc1OC)[C@H](C)N(C(=S)Nc1ccc(F)cc1)CC2
12 | 9 | -5 | CC1(C)CC(=O)c2sc(NC(=O)c3ccccc3)nc2C1

Other results.
no. | SUMO Mot1 rescue | NSD2 inh | compound
13 | -6 | -1 | O=C(CCn1c(=S)[nH]c2cc3c(cc2c1=O)OCO3)N1CCc2ccccc2C1
14 | -21 | -2 | Nc1nc2ccccc2n1/N=C/c1ccc2c(c1)OCO2
15 | -8 | 0 | C=CCNC(=S)N1CCc2[nH]c3ccccc3c2C1
16 | -6 | 0 | Cc1ccnc(NC(=O)/C=C/c2ccccc2[N+](=O)[O-])c1
17 | 13 | -1 | Cn1c(=O)c(C(=O)c2ccccc2)c(O)c2ccccc21
18 | -4 | 1 | COc1ccc(N2C(=O)[C@@H]3C(c4cccnc4)=NO[C@@H]3C2=O)cc1
19 | 413* | -3 | CCOC(=O)C(=O)NNc1ccc(F)cc1
20 | -22 | -2 | C/C(=N/NC(=O)c1cc(-c2ccc(Cl)s2)[nH]n1)c1ccco1
21 | 1 | -22 | Cc1cc(C)c(-n2c(C)cc(/C=C3/NC(=O)NC3=O)c2C)c(C)c1
22 | 123 | -2 | O=C(NC1=NCCS1)c1cccc(F)c1
23 | 8 | 0 | CCCCNC(=O)c1cc2cc(OC)ccc2[nH]1
24 | -19 | 2 | CCN(CC)CC(O)CCCCCCCCC(=O)OC (stereo not drawn)

Screen by screen, as entered above.
Entries 14–17 in NSD2 inh: -2, 0, 0, -1
Entries 14–17 in SUMO Mot1 rescue: -21, -8, -6, 13

(list continues)
no. | SUMO Mot1 rescue | NSD2 inh | compound
25 | -17 | -2 | c1ccc(C2CCC3(CC2)Oc2ccccc2C2CC(c4cccnc4)=NN23)cc1 (stereo not drawn)
26 | -17 | -4 | COc1ccc(/C=C/C(=O)Nc2ccc(C(N)=O)cc2)cc1OC
27 | 112 | -1 | COc1ccc(/C=N/N2C(=O)CN(C(=O)c3ccccc3)C2c2ccc(OC)cc2)cc1 (stereo not drawn)
28 | -15 | 0 | Cc1c(C(=O)N2CC(C)OC(C)C2)sc2nc(-c3ccccc3)cn12 (stereo not drawn)
29 | -4 | 2 | Cc1ccc2cccc(NS(=O)(=O)c3ccccc3)c2n1
30 | 57 | 23 | CCN(CC)CCCNC(=S)N(Cc1ccco1)Cc1cc2cc3c(cc2[nH]c1=O)OCCO3
31 | 2 | 14 | O=S(=O)(Nc1cc(Sc2cccc3cccnc23)c(O)c2ccccc12)c1ccc(F)cc1
32 | -7 | 0 | CN1C(CC(=O)Nc2ccc(Cl)cc2Cl)c2ccccc2CC1(C)C (stereo not drawn)
33 | -12 | 1 | Cc1cc2oc(C(=O)N(Cc3ccccc3)c3ccccn3)cc(=O)c2cc1Cl
34 | 10 | -1 | COC(=O)c1c(C)oc(C)c1S(=O)(=O)N(Cc1ccccc1)C(C)C
35 | -32 | 2 | O=C(COc1ccccc1)Nc1ccc(Cl)cc1Cl
36 | 414 | -3 | C[C@H](NC(=O)OC(C)(C)C)C(=O)N/N=C/c1ccc2nccnc2c1

Entries above with two or more sulfur atoms:
no. | SUMO Mot1 rescue | NSD2 inh | compound
6 | 5 | 0 | CC(=O)Nc1ccc(NS(=O)(=O)c2ccc(-c3csc(C)n3)s2)cc1
31 | 2 | 14 | O=S(=O)(Nc1cc(Sc2cccc3cccnc23)c(O)c2ccccc12)c1ccc(F)cc1

Later entries.
no. | SUMO Mot1 rescue | NSD2 inh | compound
37 | 16 | 3 | OCCNCCNCc1ccc(-c2ccccc2)cc1
38 | 14 | -4 | O=C(O)c1ccc[n+](Cc2ccc([N+](=O)[O-])cc2)c1
39 | 16 | 6 | Cn1cccc1/C=N/NC(=O)CSc1nc2ccccc2[nH]1
40 | -1 | -1 | CCN(C(=O)COC(=O)c1cc(-c2ccc3cc(OC)ccc3c2)nc2ccccc12)C1CCS(=O)(=O)C1 (stereo not drawn)
41 | -4 | -5 | N#Cc1c(-c2ccncc2)c2c([nH]c1=O)-c1ccccc1OC2
42 | -3 | -1 | CCc1ccc(NC(=O)CN2C(=O)C(=O)N(Cc3ccccc3)C2=O)cc1
43 | 17 | 0 | Cc1nn(Cc2ccccc2)c(C)c1NC(=O)CSc1nc2sc3c(c2c(=O)n1C)CCC3
44 | -2 | 1 | COc1ccc(/C=N/Nc2cc(C)nc(N3CCOCC3)n2)cc1OC
45 | 490 | 0 | Brc1ccc(COc2cccc3cccnc23)cc1
46 | 16 | 42 | Cc1cc(C)c(-c2c(O)c3cccnc3n(C)c2=O)c(C)c1
47 | 10 | -2 | CCOC(=O)c1cn[nH]c1NC(=S)Nc1ccc(Cl)cc1
48 | -19 | -1 | C=CCN1C(=O)/C(=C/C(=O)OC)S/C1=N\NC(=O)c1ccccc1

Next entries follow.
no. | SUMO Mot1 rescue | NSD2 inh | compound
49 | -36 | 23 | CN(C)CC/C=C1\c2ccc(F)cc2Sc2cc(F)c(Cl)cc21
50 | 39 | 20 | O=C(N/N=C/c1cc(Br)cs1)c1ccc2c(c1)OCCO2
51 | 5 | 1 | Nc1nc(NC(=O)c2ccccc2Cl)nn1-c1ccccc1
52 | 5 | 11 | CCC(C(=O)O)n1nnc(-c2ccc(OCc3ccccc3)c(OC)c2)n1 (stereo not drawn)
53 | 53 | -2 | CCCCCCCCCCCCOC(=O)C[N+](C)(C)C
54 | 196 | -1 | COc1cc(/C=C/C(=O)Nc2ccccc2C(F)(F)F)cc(OC)c1OC
55 | 7 | -1 | CCOC(=O)c1cnc2c(C(=O)OCC)cnn2c1N
56 | -13 | 4 | CCOC(=O)c1oc2nc3c(cc2c1N)CCCC3
57 | -31 | -3 | Cc1onc(NC(=O)CSCC(=O)O)c1Br
58 | -27 | -6 | COc1ccccc1N1CCN(C(=O)CSc2ncnc3c2cnn3-c2ccc(C)c(C)c2)CC1
59 | -12 | 2 | O=C1NC2(CCCC2)C(=O)N1Cc1cc(=O)n2ccsc2n1
60 | 16 | -2 | Nc1nonc1-n1nnc(C(=O)N/N=C/c2ccccc2)c1CSc1ccccc1

(listing goes on)
no. | SUMO Mot1 rescue | NSD2 inh | compound
61 | -22 | 10 | COc1ccc(C(=O)N=S2CCN(C(=O)c3ccc(Cl)cc3)CC2)cc1
62 | -27 | -3 | NS(=O)(=O)c1ccc(S(=O)(=O)c2ccccc2)nc1
63 | 13 | -1 | Cc1n[nH]c(=S)n1/N=C/c1ccc(-c2ccc(Cl)cc2)o1
64 | -21 | -2 | CCc1c(C)sc2nc(C(C)C)nc(SCC(=O)N3CCc4ccccc4C3)c12
65 | 556* | -1 | O=Nc1c(-c2cccc([N+](=O)[O-])c2)nc2ncccn12
66 | 90 | 2 | COc1ccc(C(=O)NCC(C)NC(=O)c2ccc(OC)c(Br)c2)cc1Br (stereo not drawn)
67 | -18 | 1 | C(=N\Nc1nc(Nc2ccccc2)nc(N2CCCCC2)n1)/c1ccco1
68 | 15 | 4 | Cc1cc(Cl)c(OCCCCNC(C)(C)C)c(Br)c1
69 | -2 | -2 | Cc1cc(-c2nc(C)c(C(=O)NNS(=O)(=O)c3ccccc3)s2)no1
70 | -6 | -2 | O=C(O)C1CCN(C(=O)c2cc(F)cc3c2OCOC3)CC1
71 | 3 | 2 | CCOC(=O)c1sc(S(C)(=O)=O)c2c1CC(C)(C)C/C2=N/O
72 | 4 | -3 | Cc1nn(-c2ccccc2)c2c1cc1c(=O)n(C)c(=O)nc-1n2-c1ccccc1F

Next part
no. | SUMO Mot1 rescue | NSD2 inh | compound
73 | -3 | 1 | O=C(/C=C/c1ccc2c(c1)OCO2)Nc1nc(-c2ccc(F)cc2F)cs1
74 | -26 | 1 | O=C(NC1CC2CCCC(C1)N2Cc1cccs1)c1ccc([N+](=O)[O-])cc1 (stereo not drawn)
75 | -13 | 0 | CCNc1nc(Oc2ccc(C(=O)OCC)cc2)nc(N2CCOCC2)n1
76 | -7 | 1 | COCCNC(=O)CSc1nc2sc(C)c(C)c2c(=O)n1-c1ccccc1
77 | -2 | -9 | CC1Oc2ccccc2N(Cc2ccccc2F)C1=O (stereo not drawn)
78 | 474 | 0 | CCCN(c1ccc(C)cc1)c1nc(=O)c2cccnc2s1
79 | -65 | 13 | CN1CCN(C2Cc3ccc(Cl)cc3Sc3ccc(F)cc32)CC1 (stereo not drawn)
80 | -6 | 2 | COc1cc(CC(NC(C)=O)C(=O)NC2CCN(c3c4c(nc5ncnn35)CCC4)CC2)cc(OC)c1 (stereo not drawn)
81 | 10 | 3 | Cc1ccc(CNC(=O)CCCCCNc2nc(=S)[nH]c3ccccc23)cc1
82 | -3 | 2 | O=C1Nc2ccc(Cl)cc2C(=O)C1(F)c1ccccc1 (stereo not drawn)
83 | 25 | -2 | O=C1c2ccccc2NC(c2ccc(Br)s2)N1O (stereo not drawn)
84 | -8 | 0 | CC(=O)N(CCC(c1ccco1)C(C)C)Cc1ccc(Cl)cc1 (stereo not drawn)

Compounds shown so far containing a nitro group on carbon:
no. | SUMO Mot1 rescue | NSD2 inh | compound
2 | -4 | -1 | O=C(N/N=C1\CCCc2c1[nH]c1ccc([N+](=O)[O-])cc21)c1ccncc1
4 | -12 | 0 | N#CC1=C(N)Oc2c(oc(CO)cc2=O)C1c1ccccc1[N+](=O)[O-] (stereo not drawn)
16 | -6 | 0 | Cc1ccnc(NC(=O)/C=C/c2ccccc2[N+](=O)[O-])c1
38 | 14 | -4 | O=C(O)c1ccc[n+](Cc2ccc([N+](=O)[O-])cc2)c1
65 | 556* | -1 | O=Nc1c(-c2cccc([N+](=O)[O-])c2)nc2ncccn12
74 | -26 | 1 | O=C(NC1CC2CCCC(C1)N2Cc1cccs1)c1ccc([N+](=O)[O-])cc1 (stereo not drawn)

Next results.
no. | SUMO Mot1 rescue | NSD2 inh | compound
85 | 6 | 1 | COc1ccc(CCNC(=O)c2ccc3c(c2)NC(=O)C(CSCc2cc(C)ccc2C)N3)cc1OC (stereo not drawn)
86 | -18 | -2 | Cn1cc(C(=O)N/N=C/c2cccc([N+](=O)[O-])c2)c2ccccc21
87 | 1 | 0 | Cc1csc(NC(=O)c2ccc(C)c(S(=O)(=O)N3CCOCC3)c2)n1
88 | 1 | -6 | Cc1nnsc1-c1c(C(=O)Oc2ccccc2)c(C)nn1-c1ccccc1
89 | 110 | 2 | Nc1sccc1C(=O)c1ccccc1
90 | 800* | 0 | Cc1ccc(NC(=O)COc2ccccc2C(=O)NCCN(C)C)cc1
91 | -11 | 0 | CCc1ccc(NC(=O)c2cc(Br)ccc2Br)cc1
92 | 2 | 1 | O=C(NCCC1=CCCCC1)C1CCN(S(=O)(=O)c2cccc3nonc23)CC1
93 | 25 | 61* | COc1cc(/C=C2\C(=O)ON=C2c2ccc(Cl)cc2)ccc1O
94 | -16 | 6 | COc1cccc(C(=O)OCC(=O)N2CCc3ccccc3C2)c1OC
95 | -12 | 4 | CC(C)n1c(-c2ccccc2)nc(=S)c2c1CCCC2
96 | -2 | 1 | CCOC(=O)/C(C#N)=C/c1cccn1-c1ccc(Cl)cc1
97 | -7 | -3 | Clc1ccc(Nc2cc(-c3ccccc3)nc3ncnn23)cc1
98 | 3 | -1 | CC1(CCCN2C(=O)c3ccccc3C2=O)OCCO1
99 | -22 | 18 | O=C(c1ccco1)[C@@H]1[C@@H]2C(=O)N(c3ccc(F)cc3)C(=O)[C@@H]2C2c3ccccc3C=CN21 (stereo partly drawn)

Assay outcomes as filed in PubChem.
